CHRM1 PAM = human CHRM1 positive allosteric modulation; P11229; CHO-K1 hM1, Fluo-8 calcium fluorescence, ACh EC20; 0% = ACh EC20, 100% = maximal ACh; activation, % at 3 µM; 360,000 compounds, 0.088% hits; AID 588819; in the data active = activation above about 19%, passing the limit was not always enough
Target sequence (P11229 whole entry, looked up): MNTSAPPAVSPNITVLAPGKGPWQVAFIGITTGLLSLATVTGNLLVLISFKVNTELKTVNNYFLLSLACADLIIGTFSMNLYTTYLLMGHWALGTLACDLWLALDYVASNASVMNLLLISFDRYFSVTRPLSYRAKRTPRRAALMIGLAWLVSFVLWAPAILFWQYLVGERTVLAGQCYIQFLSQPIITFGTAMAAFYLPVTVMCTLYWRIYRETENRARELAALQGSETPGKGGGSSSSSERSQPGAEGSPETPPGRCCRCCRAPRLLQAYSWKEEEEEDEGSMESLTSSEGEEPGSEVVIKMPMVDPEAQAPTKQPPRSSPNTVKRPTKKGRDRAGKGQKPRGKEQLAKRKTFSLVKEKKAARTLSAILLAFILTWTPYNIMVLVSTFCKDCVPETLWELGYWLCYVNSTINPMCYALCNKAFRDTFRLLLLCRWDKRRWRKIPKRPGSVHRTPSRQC
CRFBP-R2 block = antagonists of CRF-binding protein/CRF-R2 receptor complex | inhibition, % at 11.8 µM | HEK293 CRF-R2/CRF-BP, CRF-induced calcium fluorescence | 350,000 compounds, 0.59% hits;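 active = inhibition of the ligand-induced calcium signal above about 50% at the single tested concentration, limit read from the data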
M4 ag = CHRM4 agonism in calcium assay. P08173. CHO-K1 hM4/Gqi5, Fluo-8 calcium fluorescence; vehicle 0%, full acetylcholine response 100%. activation, % at 3 µM. 360,000 compounds, 0.14% hits;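 active = activation above the run mean over all test wells plus 3 SD, cut at about 32% in these data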;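 also: peak over basal fluorescence ratio per well then scaled between controls; 0% = DMSO wells and 100% = acetylcholine at EC100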
Target sequence (P08173 whole entry, looked up): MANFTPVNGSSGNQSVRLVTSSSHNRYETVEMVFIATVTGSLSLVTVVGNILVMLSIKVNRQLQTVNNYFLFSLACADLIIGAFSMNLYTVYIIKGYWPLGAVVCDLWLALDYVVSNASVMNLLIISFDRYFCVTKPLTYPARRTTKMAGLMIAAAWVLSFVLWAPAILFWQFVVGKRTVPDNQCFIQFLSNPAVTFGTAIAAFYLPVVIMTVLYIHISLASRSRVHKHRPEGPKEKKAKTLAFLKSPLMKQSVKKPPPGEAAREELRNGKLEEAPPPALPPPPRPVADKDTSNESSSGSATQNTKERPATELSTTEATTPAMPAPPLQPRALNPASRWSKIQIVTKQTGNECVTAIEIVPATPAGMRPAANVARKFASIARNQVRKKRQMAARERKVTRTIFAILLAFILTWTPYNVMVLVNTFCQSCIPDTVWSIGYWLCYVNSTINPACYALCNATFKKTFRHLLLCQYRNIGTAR
CHRM5 PAM = positive allosteric modulators of human muscarinic M5 receptor. CHO-K1 hM5, Fluo-8 calcium, ACh EC20 PAM; 0% = ACh EC20, 100% = ACh EC100. AID 624038. 360,000 compounds, 0.3% hits. P08912. activation, % at 3 µM;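 active = activation above the run cutoff, the mean activation of all test compounds plus 3 SD, cut at about 18% in these data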
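system = human M5 receptor in CHO-K1 cells | compound = one concentration, 3 µM final (nominal) | schedule = Post-acetylcholine fluorescence recording 140 s | signal = Fluo-8 calcium dye fluorescence, kinetic read | benchmarks = low control EC20 acetylcholine (0%), high control EC100 acetylcholine (100%) | repeats = singlicate, one well per test compound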
CHRM4 antagonist = antagonists of human muscarinic M4 receptor (CHRM4); P08173; CHO-hM4 cells, ACh EC80, Fluo-8 calcium fluorescence; inhibition, % at 3 µM; 360,000 compounds, 0.73% hits;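 active = inhibition above its plate's cutoff, the mean inhibition of sample wells plus 3 SD, cut at about 27% in these data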;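 also: 0% = acetylcholine EC80 with DMSO and 100% = DMSO without agonist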
M4 PAM = positive allosteric modulators of human muscarinic M4 receptor | activation, % at 3 µM | AID 624126 | CHO-K1 hM4/Gqi5, Fluo-8 calcium fluorescence, ACh EC20; 0% = ACh EC20, 100% = maximal ACh | P08173 | 360,000 compounds, 0.4% hits;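 active = activation above its plate's cutoff, the mean activation of sample wells plus 3 SD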; also: some results filed as inactive read as strong as hits
CHRM5 antagonist = antagonists of human muscarinic M5 receptor (CHRM5); P08912; CHO-hM5 cells, Fluo-8 calcium fluorescence, ACh EC80; inhibition, % at 3 µM; 360,000 compounds, 0.59% hits; AID 624040;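 active = inhibition above a per-plate cutoff, the mean of that plate's test compounds plus 3 SD, cut at about 27% in these data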;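 also: 0% = acetylcholine EC80 with DMSO and 100% = DMSO without agonist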
M5 ag = CHRM5 agonism in calcium assay; P08912; CHO-K1 hM5 cells, Fluo-8 calcium fluorescence; 0% DMSO wells, 100% maximal acetylcholine response; activation, % at 3 µM; 360,000 compounds, 0.19% hits; AID 624037;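 active = activation above the run's mean over test compounds plus 3 SD, cut at about 23% in these data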;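 also: signal is peak over basal fluorescence ratio across the kinetic read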
CRFR2-BP ag = CRF-BP/CRF-R2 complex agonism. HEK293 CRF-R2/CRF-BP, calcium dye fluorescence (FLIPR); percent of saturating CRF peptide response. activation, % at 13.2 µM. 350,000 compounds, 0.46% hits;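 active = activation of at least 50%, plus an integration ratio under a set limit after plate pattern correction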;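 also: plate controls were neutral control wells without compound for no effect and CRF at EC100 for full effect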
Starred values were filed as active, the others as inactive. Not a hit list. About 2.6% of those tested had a hit in this group.

Results for CC(C)C1C(=O)N(Cc2cn(CCC3OCCO3)nn2)CCS(=O)(=O)N1Cc1ccc(-c2ccc(Cl)c(Cl)c2)cc1 (stereo not given) ?
CHRM1 PAM: 6; CRFBP-R2 block: -14; M4 ag: 7; CHRM5 PAM: 10; CHRM4 antagonist: 0; M4 PAM: 3; CHRM5 antagonist: -5; M5 ag: 2; CRFR2-BP ag: 2.6

Results for COC(=O)c1cc(NC(=O)C2CC2)cc(C(=O)OC)c1 ?
CHRM1 PAM: 8; CRFBP-R2 block: -4; M4 ag: 1; CHRM5 PAM: 2; CHRM4 antagonist: -4; M4 PAM: 7; CHRM5 antagonist: -1; M5 ag: 2; CRFR2-BP ag: -0.8

What do the screens show for `CN1C(=O)S/C(=C\c2ccc(-n3cncn3)cc2)C1=O`?
CHRM1 PAM: 7; CRFBP-R2 block: 2; M4 ag: 2; CHRM5 PAM: 21*; CHRM4 antagonist: -5; M4 PAM: 4; CHRM5 antagonist: -13; M5 ag: 4; CRFR2-BP ag: -1.4

Results for CCN(CC)c1ccc(N)cc1 ?
CHRM1 PAM: -11; CRFBP-R2 block: 7; M4 ag: 9; CHRM5 PAM: -9; CHRM4 antagonist: 13; M4 PAM: -5; CHRM5 antagonist: 13; M5 ag: 1; CRFR2-BP ag: -1.4

What do the screens show for `Cc1ccc(-n2nnc3c(=O)n(CC(=O)N4CCCC4)cnc32)cc1`?
CHRM1 PAM: -3; CRFBP-R2 block: -7; M4 ag: -1; CHRM5 PAM: -6; CHRM4 antagonist: -4; M4 PAM: 4; CHRM5 antagonist: 16; M5 ag: -3; CRFR2-BP ag: 0.6

What do the screens show for `O=C(COC(=O)c1cc([N+](=O)[O-])ccc1N1CCOCC1)Nc1ccc(Cl)cn1`?
CHRM1 PAM: -2; CRFBP-R2 block: -7; M4 ag: 6; CHRM5 PAM: -7; CHRM4 antagonist: -3; M4 PAM: -4; CHRM5 antagonist: 10; M5 ag: -7; CRFR2-BP ag: -0.9

What do the screens show for `O=C(O)CCC(=O)N1CCN(c2nc(-c3ccccc3)c3cc(Br)ccc3n2)CC1`?
CHRM1 PAM: 7; CRFBP-R2 block: 3; M4 ag: 5; CHRM5 PAM: 3; CHRM4 antagonist: -3; M4 PAM: -2; CHRM5 antagonist: 10; M5 ag: 2; CRFR2-BP ag: -1.0

What do the screens show for `O=C(c1ccccc1)N1N=C(c2ccc(F)cc2)CC1(O)C(F)(F)F` (stereo not given)?
CHRM1 PAM: 7; CRFBP-R2 block: 1; M4 ag: -1; CHRM5 PAM: -1; CHRM4 antagonist: 1; M4 PAM: -1; CHRM5 antagonist: 2; M5 ag: -5; CRFR2-BP ag: 0.4

Results for COc1ccc(/C=C/C(=O)N(C)C2CCS(=O)(=O)C2)cc1OC (stereo not given) ?
CHRM1 PAM: 2; CRFBP-R2 block: 11; M4 ag: 0; CHRM5 PAM: -2; CHRM4 antagonist: 6; M4 PAM: -1; CHRM5 antagonist: 8; M5 ag: 2; CRFR2-BP ag: -1.4

What do the screens show for `Nc1nc(SC2c3cccc4cccc(c34)C2NS(=O)(=O)c2ccccc2)n[nH]1` (stereo not given)?
CHRM1 PAM: 1; CRFBP-R2 block: -36; M4 ag: 0; CHRM5 PAM: -3; CHRM4 antagonist: 3; M4 PAM: -1; CHRM5 antagonist: 8; M5 ag: -2; CRFR2-BP ag: -4.3

Results for CC(C)NC(=O)COC(=O)c1cc(F)c(F)cc1Cl ?
CHRM1 PAM: 4; CRFBP-R2 block: -4; M4 ag: 5; CHRM5 PAM: 0; CHRM4 antagonist: -6; M4 PAM: 0; CHRM5 antagonist: 5; M5 ag: -2; CRFR2-BP ag: -0.3

Results for N#Cc1ccc(OCC(=O)N2CCN(c3ccc(C(F)(F)F)cn3)CC2)cc1 ?
CHRM1 PAM: -7; CRFBP-R2 block: 5; M4 ag: 1; CHRM5 PAM: 0; CHRM4 antagonist: -20; M4 PAM: 1; CHRM5 antagonist: 7; M5 ag: 0; CRFR2-BP ag: 4.1

No new results follow: 3 of the compounds above.
Results for CCN(CC)c1ccc(N)cc1 ?
CHRM1 PAM: -11; CRFBP-R2 block: 7; M4 ag: 9; CHRM5 PAM: -9; CHRM4 antagonist: 13; M4 PAM: -5; CHRM5 antagonist: 13; M5 ag: 1; CRFR2-BP ag: -1.4

What do the screens show for `Cc1ccc(-n2nnc3c(=O)n(CC(=O)N4CCCC4)cnc32)cc1`?
CHRM1 PAM: -3; CRFBP-R2 block: -7; M4 ag: -1; CHRM5 PAM: -6; CHRM4 antagonist: -4; M4 PAM: 4; CHRM5 antagonist: 16; M5 ag: -3; CRFR2-BP ag: 0.6

What do the screens show for `O=C(COC(=O)c1cc([N+](=O)[O-])ccc1N1CCOCC1)Nc1ccc(Cl)cn1`?
CHRM1 PAM: -2; CRFBP-R2 block: -7; M4 ag: 6; CHRM5 PAM: -7; CHRM4 antagonist: -3; M4 PAM: -4; CHRM5 antagonist: 10; M5 ag: -7; CRFR2-BP ag: -0.9

The listing continues:
Results for O=C(C1CCC(CNS(=O)(=O)c2cccc3cccnc23)CC1)N1CCc2ccccc21 (stereo not given) ?
CHRM1 PAM: -1; CRFBP-R2 block: 7; M4 ag: 15; CHRM5 PAM: -11; CHRM4 antagonist: -13; M4 PAM: -2; CHRM5 antagonist: 3; M5 ag: -1; CRFR2-BP ag: 0.1

What do the screens show for `O=C(CCN1CCCCC1=O)NC1CCCc2c1cnn2-c1ccccc1F` (stereo not given)?
CHRM1 PAM: 9; CRFBP-R2 block: 1; M4 ag: 1; CHRM5 PAM: 1; CHRM4 antagonist: 0; M4 PAM: -5; CHRM5 antagonist: -6; M5 ag: 0; CRFR2-BP ag: 0.2

What do the screens show for `Cc1ccc(CSCC(=O)Nc2ccc(F)cc2)cc1`?
CHRM1 PAM: 2; CRFBP-R2 block: 19; M4 ag: 0; CHRM5 PAM: -1; CHRM4 antagonist: -5; M4 PAM: 0; CHRM5 antagonist: 3; M5 ag: -3; CRFR2-BP ag: -1.0

Results for Cc1ccc(C)c(Nc2ccc(C(=O)NCCc3ccccc3)cn2)c1 ?
CHRM1 PAM: 14; CRFBP-R2 block: -6; M4 ag: 3; CHRM5 PAM: 0; CHRM4 antagonist: -12; M4 PAM: 9; CHRM5 antagonist: 1; M5 ag: 3; CRFR2-BP ag: 3.5

How did CC(=O)N1CCN(S(=O)(=O)c2c(F)cc(F)c(Cl)c2F)CC1 do in these assays?
CHRM1 PAM: 13; CRFBP-R2 block: -6; M4 ag: 0; CHRM5 PAM: 8; CHRM4 antagonist: -4; M4 PAM: 2; CHRM5 antagonist: 2; M5 ag: 2; CRFR2-BP ag: -1.2

Results for COC(=O)c1cn(CCOc2ccccc2F)c2ccccc12 ?
CHRM1 PAM: 13; CRFBP-R2 block: -2; M4 ag: 0; CHRM5 PAM: -9; CHRM4 antagonist: 4; M4 PAM: -2; CHRM5 antagonist: 6; M5 ag: -4; CRFR2-BP ag: 42

How did OCCC1CN(Cc2nc3ccccc3s2)CCN1CCc1ccccc1 (stereo not given) do in these assays?
CHRM1 PAM: -8; CRFBP-R2 block: -8; M4 ag: 4; CHRM5 PAM: -11; CHRM4 antagonist: -8; M4 PAM: -5; CHRM5 antagonist: 7; M5 ag: -18; CRFR2-BP ag: -0.1

How did COc1ccc(-c2nn(-c3ccccc3)cc2CNC(=O)c2cccc([N+](=O)[O-])c2)cc1 do in these assays?
CHRM1 PAM: -8; CRFBP-R2 block: -14; M4 ag: 2; CHRM5 PAM: -3; CHRM4 antagonist: -2; M4 PAM: -3; CHRM5 antagonist: -2; M5 ag: -5; CRFR2-BP ag: 1.6

What do the screens show for `O=C1OC(/C=C/c2ccccc2)=NC/1=C/c1ccco1`?
CHRM1 PAM: 3; CRFBP-R2 block: -13; M4 ag: 1; CHRM5 PAM: -2; CHRM4 antagonist: -26; M4 PAM: 18; CHRM5 antagonist: -9; M5 ag: 0; CRFR2-BP ag: 12

Results for CCC(c1ccc(O)c(O)c1)C(CC)c1ccc(O)c(O)c1 (stereo not given) ?
CHRM1 PAM: 5; CRFBP-R2 block: -12; M4 ag: 3; CHRM5 PAM: 5; CHRM4 antagonist: -8; M4 PAM: 8; CHRM5 antagonist: 9; M5 ag: 2; CRFR2-BP ag: -1.2

Results for CCOC(=O)CNC(=O)c1cc(-c2ccccn2)nc2c(C)c(Cl)ccc12 ?
CHRM1 PAM: 4; CRFBP-R2 block: -16; M4 ag: 1; CHRM5 PAM: 8; CHRM4 antagonist: -6; M4 PAM: 3; CHRM5 antagonist: 2; M5 ag: -1; CRFR2-BP ag: 12

Results for COC(=O)Cc1ccc2sc(-c3ccccc3)nc2c1 ?
CHRM1 PAM: 3; CRFBP-R2 block: 38; M4 ag: 0; CHRM5 PAM: 2; CHRM4 antagonist: 4; M4 PAM: -4; CHRM5 antagonist: -3; M5 ag: -4; CRFR2-BP ag: -0.2

Results for COc1cccc(OC)c1C(=O)NC(=S)N1CCCCC1c1cccnc1 (stereo not given) ?
CHRM1 PAM: 8; CRFBP-R2 block: -7; M4 ag: 3; CHRM5 PAM: 1; CHRM4 antagonist: -10; M4 PAM: 10; CHRM5 antagonist: 4; M5 ag: 0; CRFR2-BP ag: -1.0

How did COc1ccc(-c2nc(NC(=O)C3CCN(c4nc5ccccc5o4)CC3)sc2C)cc1 do in these assays?
CHRM1 PAM: 0; CRFBP-R2 block: -38; M4 ag: 2; CHRM5 PAM: -3; CHRM4 antagonist: -9; M4 PAM: 5; CHRM5 antagonist: 0; M5 ag: -2; CRFR2-BP ag: 6.8

Results for O=C1c2ccccc2C(c2nc3ccccc3[nH]2)N1c1ccccn1 (stereo not given) ?
CHRM1 PAM: 6; M4 ag: 1; CHRM5 PAM: 0; CHRM4 antagonist: -3; M4 PAM: 17; CHRM5 antagonist: -3; M5 ag: 1

Results for C=CCn1c(=O)/c(=C/c2ccc(Cl)cc2)s/c1=C(\C#N)c1nnc2n1CCCCC2 ?
CHRM1 PAM: -6; CRFBP-R2 block: -61; M4 ag: 3; CHRM5 PAM: -8; CHRM4 antagonist: -8; M4 PAM: 0; CHRM5 antagonist: 16; M5 ag: -3; CRFR2-BP ag: -1.0

What do the screens show for `C[C@H]1CN([C@@H](C)CO)C(=O)CCCn2cc(nn2)CO[C@@H]1CN(C)C(=O)Nc1ccc(C(F)(F)F)cc1`?
CHRM1 PAM: -1; CRFBP-R2 block: 13; M4 ag: 1; CHRM5 PAM: 1; CHRM4 antagonist: -10; M4 PAM: 4; CHRM5 antagonist: -2; M5 ag: 2; CRFR2-BP ag: -1.7

How did Clc1ccc(NCc2cccnc2)c(Cl)c1 do in these assays?
CHRM1 PAM: 0; CRFBP-R2 block: 2; M4 ag: 2; CHRM5 PAM: -2; CHRM4 antagonist: -4; M4 PAM: -2; CHRM5 antagonist: 9; M5 ag: -9; CRFR2-BP ag: -0.6

What do the screens show for `CC(C)C(=O)N1CCC1(C)C(=O)Nc1cccc(Oc2ccccc2)c1` (stereo not given)?
CHRM1 PAM: 10; M4 ag: -1; CHRM5 PAM: -4; CHRM4 antagonist: 0; M4 PAM: 5; CHRM5 antagonist: 6; M5 ag: -3

How did CN(C)S(=O)(=O)Nc1ccccn1 do in these assays?
CHRM1 PAM: 1; CRFBP-R2 block: -3; M4 ag: 1; CHRM5 PAM: -5; CHRM4 antagonist: -15; M4 PAM: -3; CHRM5 antagonist: 9; M5 ag: 2; CRFR2-BP ag: 2.0

Source: PubChem
